Sm TGR inh: qHTS Assay for the Inhibitors of Schistosoma Mansoni Peroxiredoxins. Schistosoma mansoni thioredoxin glutathione reductase (TGR), Q962Y6. purified TGR, DTNB reduction, TNB absorbance 405 nm. Potency, µM (titrated, usually from 114 µM), inactives show at the top dose activity change, negative = inhibition, most hits filed as inhibitors. 360,000 tested, 3% active. AID 485364, 2010; further: potency means the concentration at half of the fitted maximal effect; nearly all actives have a fitted effect of over 60% in size
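First, TGR (20 nM dispensed) and NADPH were mixed with compound. Second, a 15 min room-temperature incubation followed. Third, further NADPH and then DTNB were added to start the reaction. Finally, TNB absorbance was monitored kinetically.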
HCMV inh: qHTS Assay for inhibitors of the human cytomegalovirus (HCMV); HFF cells, HCMV-luciferase reporter, 72 h; active compounds read low; activity change, negative = inhibition, % at 57.5 µM; 410,000 tested, 4.5% active; AID 1259415, 2018; in the data active means activity change below about -60%; inconclusive means no clear call, values can overlap the other calls; inactive means above about -39%
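Two compound doses tested in HFFs infected with HCMV-luciferase, MOI 1 PFU/cell, 72 h at 37C. Lysate luminescence read with OneGlo; data normalized against buffer-only and 10uM Salinomycin inhibitor controls.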
AMA1-RON2 inh: qHTS for Inhibitors of AMA1-RON; Towards Development of Antimalarial Drug Lead: Primary Screen; Plasmodium falciparum AMA1 (3D7) - RON2 peptide interaction; AlphaScreen AMA1-biotinylated RON2 peptide binding; Potency, µM (doses to about 58.2 µM), for the others: at the top dose activity change, negative = inhibition, hits mostly inhibitors; 360,000 tested, 0.2% active;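 further: potency means the concentration at half of the fitted maximal effect; 0% = vehicle wells and -100% = peptide control; nearly all actives have a fitted effect of over 45% in size; some results filed as inactive show a strong effect at the top dose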
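AMA1 (3D7) with his tag at 25 nM final met compounds first, then biotinylated RON2 peptide at 25 nM; detection used donor plus acceptor beads, 10 µg/mL apiece, read by AlphaScreen after 30 min at room temperature.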
AmpC detergent: qHTS Inhibitors of AmpC Beta-Lactamase (assay with detergent) | P00811 | Potency, µM (doses to about 114 µM), inactives show top-dose activity change, negative = inhibition, most hits filed as inhibitors | AmpC hydrolysis of nitrocefin, absorbance 480 nm, 0.01% Triton | 370,000 tested, 0.041% active;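 further: potency means the concentration at half of the fitted maximal effect; 0% = no-compound wells and -100% = no-enzyme wells; nearly all actives have a fitted effect of over 25% in size; some results filed as inactive show a strong effect at the top dose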
Target sequence (P00811 whole entry, looked up): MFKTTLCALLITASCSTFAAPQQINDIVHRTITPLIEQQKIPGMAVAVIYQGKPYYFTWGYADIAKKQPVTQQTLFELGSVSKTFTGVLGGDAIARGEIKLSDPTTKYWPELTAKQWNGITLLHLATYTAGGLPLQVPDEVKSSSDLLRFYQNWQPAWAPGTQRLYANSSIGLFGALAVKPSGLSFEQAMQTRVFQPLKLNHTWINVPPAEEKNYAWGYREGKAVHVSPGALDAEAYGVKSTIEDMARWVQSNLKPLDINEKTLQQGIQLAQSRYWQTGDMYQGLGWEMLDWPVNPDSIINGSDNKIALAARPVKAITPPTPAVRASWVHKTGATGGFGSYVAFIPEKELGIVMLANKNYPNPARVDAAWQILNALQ
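20 mM phosphate pH 7.0 + 0.01% (detergent screen) or 0.0001% Triton X-100; 5.3 nM AmpC reagent; cpd preinc 15 min RT; nitrocefin (800 uM stock) to start; A480 q20 s × 4 min; Activity was normalised to no-enzyme and no-compound control wells.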
AmpC no deterg: qHTS Inhibitors of AmpC Beta-Lactamase (assay without detergent). P00811. AmpC nitrocefin hydrolysis, absorbance 480 nm, 0.0001% Triton. Potency, µM (doses to about 57.1 µM), inactives show top-dose activity change, negative = inhibition, usual class: inhibitors. 330,000 tested, 0.52% active. AID 485341, 2010;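 further: potency means the concentration at half of the fitted maximal effect; plate controls were no compound for no effect and no enzyme for full effect; nearly all actives have a fitted effect of over 20% in size; some results filed as inactive show a strong effect at the top dose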
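AmpC (5.3 nM in the dispensed reagent) in 20 mM phosphate pH 7.0 with 0.01% (detergent screen) or 0.0001% Triton X-100 was preincubated with compounds for 15 min at room temperature. Nitrocefin was then added from an 800 uM solution, and hydrolysis was followed at 480 nm.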
LmPK inh: qHTS Assay for Inhibitors of Leishmania Mexicana Pyruvate Kinase (LmPK); AID 1721, 2009; 290,000 tested, 0.37% active; purified LmPK, Kinase-Glo ATP luminescence, 1 h; Potency, µM (doses to about 57.5 µM), inactives show at the top dose activity change, negative = inhibition, usual class: inhibitors; Q27686; further: potency means the concentration at half of the fitted maximal effect
Target sequence (Q27686 whole entry, looked up): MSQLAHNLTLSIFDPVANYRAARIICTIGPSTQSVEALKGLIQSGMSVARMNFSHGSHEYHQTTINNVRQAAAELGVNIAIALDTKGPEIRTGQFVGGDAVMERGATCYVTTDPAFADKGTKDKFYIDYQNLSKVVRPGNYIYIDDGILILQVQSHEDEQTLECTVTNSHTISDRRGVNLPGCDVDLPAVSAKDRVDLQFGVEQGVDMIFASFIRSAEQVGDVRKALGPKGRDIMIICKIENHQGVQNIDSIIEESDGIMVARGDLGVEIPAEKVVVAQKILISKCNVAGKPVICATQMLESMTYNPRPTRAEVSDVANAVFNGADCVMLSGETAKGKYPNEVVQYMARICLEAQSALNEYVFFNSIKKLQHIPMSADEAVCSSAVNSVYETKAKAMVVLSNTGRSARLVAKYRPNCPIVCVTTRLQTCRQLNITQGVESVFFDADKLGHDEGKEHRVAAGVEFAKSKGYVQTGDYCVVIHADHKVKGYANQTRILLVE
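In 50 mM imidazole pH 7.2 with 7 mM MgCl2, LmPK (0.1 nM) turned over PEP (0.5 mM) and ADP (0.1 mM) for 1 h at room temperature. Luciferase read-out of ATP.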
TbPYK inhibitor: qHTS of Trypanosoma Brucei Inhibitors; pyruvate kinase (Trypanosoma brucei), Q57TT1; TbPYK enzyme, Kinase-Glo Plus ATP luminescence, 45 min; Potency, µM (titrated, usually from 76.8 µM), without a hit: top-dose activity, negative = inhibition, usual class: inhibitors; 410,000 tested, 0.12% active; AID 624173, 2012; further: potency means the concentration at half of the fitted maximal effect; nearly all actives have a fitted effect of over 50% in size
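Quantitative HTS: titrated library compounds versus trypanosomal pyruvate kinase in TEA buffer (pH 7.2) containing KCl, MgCl2, BSA and Tween-20. Reactions were initiated with ADP, 130 uM final. Kinase-Glo Plus luminescence was read after 45 min at RT.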
* hit, by the source's call; ? = inconclusive; . = not tested or not shown; [ ] = another dose, or the depositor's remark. Unless noted, the call rests on the fitted dose curve; in most records, active means well fitted curve in the direction sought with a large enough effect; inconclusive means small, poorly fitted or top-dose-only effect, or another doubt; inactive means no such curve, though single readings can be large; an effect the other way counts as inactive or inconclusive. Unless noted, on the % scale 0 is the no-effect control and ±100 the full control effect. Outcome played no part in choosing rows; about 7.4% have a hit in one of these screens.

cpd	SMILES	Sm TGR inh	HCMV inh	AMA1-RON2 inh	AmpC detergent	AmpC no deterg	LmPK inh	TbPYK inhibitor
1	Cc1sc2ncn(CC(=O)NCc3ccccc3)c(=O)c2c1C	0%	44	0%	-8%	-20%	0%	0%
2	O=c1cc(CSc2nnc(COc3ccccc3)n2-c2ccccc2)c2ccccc2[nH]1	1%	-29	-7%	-6%	-1%	-3%	-14%
3	Cc1cc(OCC(=O)N2CCC(C(N)=O)CC2)c2c3c(c(=O)oc2c1)CCCC3	-14%	9	3%	-7%	-9%	-7%	5%
4	COc1ccc(-n2c(SC)nc(O)cc2=O)cc1	-1%	-20	-7%	-15%	-23%	9%	-11%
5	CCN(CC)CCNC(=O)CCn1c(=S)[nH]c2cc3c(cc2c1=O)OCO3	-7%	20	8%	-12%	-23%	-5%	6%
6	N#CCC(=O)N/N=C/c1ccc(OS(=O)(=O)c2ccccc2)cc1	7%	-8	9%	1%	?	4%	10%
7	COc1ccc(S(=O)(=O)c2c(C(=O)c3ccc(C)c(C)c3)cnc3ccc(F)cc23)cc1	-6%	-39	.	14%	.	.	1%
8	COc1cc2c(cc1OC)C(c1ccccc1O)N(C1CC(=O)N(c3ccccc3)C1=O)CC2 (stereo not given)	10µM*	-1	3%	-12%	50%	-4%	1%
9	COc1cccc(CNC(=O)C2Cc3cc(S(=O)(=O)N4CCCC4)ccc3N2C(C)=O)c1OC (stereo not given)	-10%	?	13%	-3%	47%	-5%	3%
10	COc1cccc(C2CC(c3cccs3)=NN2C(=O)CSc2nc3ccccc3o2)c1OC (stereo not given)	6%	8	-9%[11.6 µM]	2%	-26%	1%	-4%
11	O=C(CSc1ccccc1)Nc1nc2ccccc2[nH]1	-4%	25	30%[activator]	0%	-32%	-1%	-1%
12	COc1ccc(-c2cnnn2-c2ccc(NC(=O)/C=C/c3ccc(OC)c(OC)c3)cc2)cc1	-1%	-22	-5%	?	36%	-1%	4%
13	COc1ccc2c(c1)C1=NN(/C(C)=C\C(C)=O)C(c3ccccc3)C1CC2 (stereo not given)	56µM*	28	0%	?	-30%	3%	-5%
14	NC(=O)NC(=O)COC(=O)c1ccc2c(c1)C(=O)N(Cc1ccccc1)C2=O	-3%	-30	-6%	-4%	-17%	-2%	2%
15	CCOCCCn1c(SCC(=O)NCc2ccccc2)nc2c(sc3ccccc32)c1=O	8%	?	.	7%	.	.	-6%
16	COc1ccc(C(=O)NC(C)CCCC(C)(C)O)cc1OC1CCN(C(C)=O)CC1 (stereo not given)	0%	21	5%	-2%	0%	2%	2%
17	Cc1nnc(SCC(=O)Nc2ncc(S(=O)(=O)c3ccc([N+](=O)[O-])cc3)s2)s1	-4%	-25	-8%	-12%	-11%	-1%	-20%
18	O=C(N/N=C/c1ccc2c(c1)OCO2)c1cccnc1	-1%	2	6%	7%	-21%	-16%	-6%
19	CC(Cc1ccc(Cl)cc1)N1CCC(n2nccc2NC(=O)C2CCCC2)CC1 (stereo not given)	9%	-34	5%	4%	125%[activator]	0%	-10%
20	CC1Cc2ccccc2N1C(=O)C1CCCN(S(=O)(=O)c2cccc3cccnc23)C1 (stereo not given)	0%	-19	-9%	?	12%	12%	-3%
21	Cc1cc2c(=O)n(Cc3ccco3)c(SCC(=O)NCc3ccco3)nc2s1	0%	-1	-2%	-17%	-21%	5%	?
22	CC(OC(=O)CNS(=O)(=O)/C=C/c1ccccc1)C(=O)Nc1ccc(S(=O)(=O)N2CCCC2)cc1 (stereo not given)	0%	-30	7%[11.6 µM]	?	-24%	0%	-7%
23	CCOc1ccc(N2C(=O)CC(N3CCN(c4ccccc4OC)CC3)C2=O)cc1 (stereo not given)	40µM*	29	1%	-9%	106%[activator]	3%	-3%
24	COc1cc(C(=O)NC(=S)NNC(=O)[C@H]2C[C@@H]2c2ccccc2)cc(OC)c1OC	0%	12	116%[activator]	-3%	-20%	2%	-18%
25	O=C(CN1CCN(Cc2ccc(F)cc2Cl)S1(=O)=O)Nc1ccc(F)cc1	6%	0	.	9%	.	.	6%[15.4 µM]
26	S=C(NCc1ccncc1)Nc1ccc(Cl)cc1	?	-30	5%	-14%	-27%	1%	10%
27	COc1ccc(CNC(=O)c2cc(S(=O)(=O)N3CCCCC3)ccc2Cl)cc1OC	.	-64*	3%	.	-1%	.	4%
28	O=C(CC(=O)c1ccccc1)Nc1cccc([N+](=O)[O-])c1	.	-1	-6%	.	.	.	4%
29	Cc1ccc(S(=O)(=O)NC2CC2)cc1[N+](=O)[O-]	-27%	87	-3%	-12%	-23%	3%	-1%
30	CCN(CC)CCNCc1cc(Cl)ccc1OCc1ccccc1F	.	-20	-7%	4%	48%	1%	3%
31	c1ccc(-c2nnc(-c3ccccn3)nn2)nc1	.	66	-70%	.	.	.	-9%
32	COc1ccc(/C=C/C(=O)NC(C)(C)C)cc1S(=O)(=O)N1CCOCC1	-7%	-34	-5%	-6%	-22%	2%	5%
33	CCN1C(=O)[C@H]2[C@@H](c3ccc(-c4cccc(Cl)c4)c(OC)c3)N3CCCC[C@@]3(C(=O)OC)[C@H]2C1=O	.	-5	-8%	.	46%	.	-1%
34	COc1ccc(C(=O)OCC(=O)N(C)C2CCS(=O)(=O)C2)cc1Br (stereo not given)	-2%	-7	15%	-1%	-5%	.	-4%
35	CCOC(=O)C1CCN(c2cc3c(cc2NC(=O)c2ccc(F)cc2)n(C)c(=O)n3C)CC1	-2%	-33	-7%	2%	-24%	7%	6%
36	Cc1ccc(S(=O)(=O)NNC(=O)Nc2ccccc2F)c(C)c1	3%	-13	-6%	-1%	-17%	0%	4%
37	CCCCn1cc(S(=O)(=O)c2ccc(OC)cc2)c(=O)c2cc(F)c(F)cc21	-9%	-21	.	-3%	.	.	0%
38	Cc1ccc(OCCCCNC2CCCCC2)c(C)c1	9%	-37	-18%	-15%	14%	-4%	-13%
39	CCOC(=O)C1=C(C)NC(SC)=C(C#N)C1CC(C)C (stereo not given)	2%	-21	-5%	1%	2%	7%	5%
40	O=C(NCCN1CCOCC1)c1cc(=O)[nH]c2ccc(Br)cc12	7%	-35	-7%	-1%	-21%	3%	-10%
41	COc1cccc(-c2ccc3c(N)c(C(=O)Nc4ccccc4C)sc3n2)c1	37%[activator]	-16	.	-6%	.	.	-2%
42	O=C(NCc1ccc(F)cc1)C1CCCN1S(=O)(=O)c1cccc2nsnc12 (stereo not given)	1%	-26	1%	-1%	-9%	9%	-6%
43	CCc1nc2ccc(C(=O)N3CCN(S(=O)(=O)CC)CC3)cn2c1N(CC)Cc1cccc(Br)c1	.	14	-3%	.	.	.	-1%
44	O=C(Nc1ccc2c(c1)OCCO2)c1cccc(Cl)c1	0%	117	16%	-13%	-30%	1%	-6%
45	Cc1cccc(COc2ccccc2/C=N/Nc2ccc([N+](=O)[O-])cc2)c1	1%	5	0%	-1%	-23%	4%	1%
46	CCc1cc(C(=O)N(CC)CC(=O)Nc2c(F)cccc2F)sc1C	.	-5	87%[activator]	.	.	.	3%
47	CCc1c(C(=O)Nc2ccc(OC)cc2)[nH]c(C)c1C(C)=O	-1%	126	34%[activator]	?	-35%	4%	1%
48	OC(COCc1ccccc1)Cn1cnc2ccccc21 (stereo not given)	-10%	-22	9%	-2%	-18%	2%	-6%
49	NC(=S)Nc1cccc2cc3ccccc3cc12	1%	-105*	54%[activator]	2%	-23%	-2%	-3%
50	CCNC(=O)COc1ccc(S(=O)(=O)Nc2ccccc2)cc1	1%	-7	-2%	-3%	-2%	5%	-5%
51	CC(C)(C)OC(=O)C[C@H]1C/C=C\C[C@@H](CC(=O)N[C@H](CO)Cc2ccccc2)C(=O)NC[C@@H](c2ccccc2)OC1=O	.	-9	-6%	.	225%[activator]	.	-3%
52	O=c1[nH]c(-c2ccc3c(c2)OCO3)nc2c1sc(=S)n2-c1ccccc1	5%	-15	22%	-9%	-19%	15%	-22%

Of the compounds above, these have four or more nitrogen atoms.
cpd	SMILES	Sm TGR inh	HCMV inh	AMA1-RON2 inh	AmpC detergent	AmpC no deterg	LmPK inh	TbPYK inhibitor
2	O=c1cc(CSc2nnc(COc3ccccc3)n2-c2ccccc2)c2ccccc2[nH]1	1%	-29	-7%	-6%	-1%	-3%	-14%
5	CCN(CC)CCNC(=O)CCn1c(=S)[nH]c2cc3c(cc2c1=O)OCO3	-7%	20	8%	-12%	-23%	-5%	6%
12	COc1ccc(-c2cnnn2-c2ccc(NC(=O)/C=C/c3ccc(OC)c(OC)c3)cc2)cc1	-1%	-22	-5%	?	36%	-1%	4%
17	Cc1nnc(SCC(=O)Nc2ncc(S(=O)(=O)c3ccc([N+](=O)[O-])cc3)s2)s1	-4%	-25	-8%	-12%	-11%	-1%	-20%
19	CC(Cc1ccc(Cl)cc1)N1CCC(n2nccc2NC(=O)C2CCCC2)CC1 (stereo not given)	9%	-34	5%	4%	125%[activator]	0%	-10%
31	c1ccc(-c2nnc(-c3ccccn3)nn2)nc1	.	66	-70%	.	.	.	-9%
35	CCOC(=O)C1CCN(c2cc3c(cc2NC(=O)c2ccc(F)cc2)n(C)c(=O)n3C)CC1	-2%	-33	-7%	2%	-24%	7%	6%
42	O=C(NCc1ccc(F)cc1)C1CCCN1S(=O)(=O)c1cccc2nsnc12 (stereo not given)	1%	-26	1%	-1%	-9%	9%	-6%
43	CCc1nc2ccc(C(=O)N3CCN(S(=O)(=O)CC)CC3)cn2c1N(CC)Cc1cccc(Br)c1	.	14	-3%	.	.	.	-1%
